Cardio protect: myocardial damage modulation in H9c2 cells | H9c2 cardiomyocytes, H2O2 injury protection, ATPLite, 2 h | protection from H2O2 cell death, % at 20 µM | hit rate 0.63% among 360,000 | AID 588492;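 active means compounds giving at least 50% protection of heart cells from peroxide-induced death in the single-dose screen, raw or plate-pattern-corrected value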;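 further: 0% = DMSO wells with peroxide and 100% = DMSO wells without peroxide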
aDG glyco up: alpha-DG glycosylation activation | Pro5-aDG cells, alpha-DG glycosylation AlphaScreen (IIH6); 0% Pro5, 100% B10-LARGE cell signal | activation, % at 10 µM | hit rate 0.22% among 360,000;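 active means activation of at least 8% versus controls, or a plate z-score of at least 8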;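 further: Pro5 are CHO cells carrying HIG-tagged alpha-DG that lacks glycosylation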
Granule exo inh: lytic granule exocytosis inhibition; inhibition, % at 10 µM; TALL-104 LAMP-1 surface exposure, flow cytometry; cells stimulated with thapsigargin and PMA; hit rate 0.66% among 360,000;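 active means inhibition above about 55%, limit read from the data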
CaV13 FRET inh: Primary screen for inhibitors of IQ motif and Ca2+-dependent inactivation inhibitor domain binding in CACNA1D, Förster resonance energy transfer in living cells, …. hit rate 0.098% among 340,000. inhibition, % at 12.3 µM. AID 743397. HEK cells, CFP/YFP FRET ICDI-IQ, plate reader, 10 min; percent FRET-ratio fall versus neutral wells;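 active means mean replicate inhibition of at least 30% and at least 1% of replicates passing that level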;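 further: 0% = median of the neutral control wells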
PDI inh: inhibitors of human protein disulfide isomerase; P07237; PDI insulin aggregation turbidity, A650, 90 min; inhibition, % at 10 µM; hit rate 0.052% among 350,000;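 active means mean inhibition across replicates of 30% or more, whatever share of single replicates reach that level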;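 further: absorbance from insulin aggregation driven by PDI reduction with DTT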
Target sequence (P07237 whole entry, looked up): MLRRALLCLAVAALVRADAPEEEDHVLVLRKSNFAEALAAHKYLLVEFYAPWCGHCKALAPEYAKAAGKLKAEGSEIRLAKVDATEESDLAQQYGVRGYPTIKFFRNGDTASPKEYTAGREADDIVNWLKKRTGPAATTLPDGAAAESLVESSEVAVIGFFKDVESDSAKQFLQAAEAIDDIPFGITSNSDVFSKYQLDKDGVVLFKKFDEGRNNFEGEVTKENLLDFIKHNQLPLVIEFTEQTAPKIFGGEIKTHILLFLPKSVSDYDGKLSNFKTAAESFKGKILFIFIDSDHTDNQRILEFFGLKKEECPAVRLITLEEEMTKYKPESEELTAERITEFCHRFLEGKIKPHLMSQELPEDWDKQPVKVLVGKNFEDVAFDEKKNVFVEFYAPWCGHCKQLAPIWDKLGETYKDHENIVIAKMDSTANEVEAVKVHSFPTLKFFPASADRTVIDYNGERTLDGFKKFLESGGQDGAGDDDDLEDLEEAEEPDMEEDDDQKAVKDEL
ABCB6 inh MLPCN: inhibitors of human ABC transporter ABCB6 | Q9NP58 | K562-ABCB6 porphyrin accumulation, flow cytometry, 1 h; stronger effect = lower value | fluorescence ratio to DMSO, % at 10 µM | hit rate 0.19% among 360,000 | AID 602162;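 active means fluorescence ratio to DMSO below 75%, the collection mean minus 3 SD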;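 further: signal is porphyrin accumulated inside mitochondria; 100% equals median channel fluorescence of DMSO control wells; lower ratio means ABCB6 inhibition with less porphyrin fluorescence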
iPSC survival up: hiPSC single-cell survival enhancement; survival enhancement, % at 20 µM; AID 602274; hit rate 0.044% among 360,000; ATPlite luminescence; 100% = ROCK inhibitor wells, 0% = DMSO; in the data active means survival enhancement above about 18%;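 further: cells exposed to compounds for 16 hours before the ATP read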
Glyco luc inh: N-linked glycosylation inhibition; D54 ERlucT glycosylation luciferase reporter, 24 h; percent of 100 nM tunicamycin response; hit rate 0.23% among 360,000; reporter increase, % at 12.5 µM;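 active means mean luciferase reporter signal, scaled so untreated is 0 and the glycosylation-blocking control 100, at or above a set limit in every replicate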;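 further: luciferase carries N-glycosylation sites so blocking glycosylation raises the light; 0% = median of neutral control wells and 100% = median of 100 nM tunicamycin wells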
Vif inh: blocks HIV Vif function | HEK293T cells, Vif self-association by quenched fluorescence, imaging, 24 h | inhibition, % at 7.49 µM | hit rate 0.35% among 340,000; in the data active means inhibition above about 50%, passing the limit was not always enough; further: some results filed as inactive read as strong as hits
m5-HT2A agonist: agonists of mouse serotonin 5-HT2A receptor (HTR2A) | P35363 | CHO-K1 mHTR2A beta-arrestin complementation, luminescence; percent of 30 µM serotonin response | activation, % at 7.6 µM | hit rate 0.66% among 360,000;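 active means activation above a run cutoff, the mean activation of all tested compounds plus 3 SD, cut at about 14% in these data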;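 further: 0% = plate median of compound wells and 100% = 30 µM serotonin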
Target sequence (P35363 whole entry, looked up): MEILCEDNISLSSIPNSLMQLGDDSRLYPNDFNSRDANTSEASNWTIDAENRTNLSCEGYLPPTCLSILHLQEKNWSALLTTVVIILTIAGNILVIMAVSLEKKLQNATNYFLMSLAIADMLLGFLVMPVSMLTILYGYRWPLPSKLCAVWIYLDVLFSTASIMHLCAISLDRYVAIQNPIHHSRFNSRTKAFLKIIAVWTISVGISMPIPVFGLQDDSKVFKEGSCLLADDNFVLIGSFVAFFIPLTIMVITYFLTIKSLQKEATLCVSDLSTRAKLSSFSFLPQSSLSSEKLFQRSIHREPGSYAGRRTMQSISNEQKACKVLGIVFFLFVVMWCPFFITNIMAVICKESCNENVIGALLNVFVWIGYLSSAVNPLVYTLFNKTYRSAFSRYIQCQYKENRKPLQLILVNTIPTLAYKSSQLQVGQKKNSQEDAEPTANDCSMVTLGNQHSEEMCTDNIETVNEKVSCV
An asterisk follows results filed as active; nt = no result given.

SMILES	Cardio protect	aDG glyco up	Granule exo inh	CaV13 FRET inh	PDI inh	ABCB6 inh MLPCN	iPSC survival up	Glyco luc inh	Vif inh	m5-HT2A agonist
CC(=O)N1CCN(CC(=O)Nc2ccccc2C(=O)NCc2ccc(C)cc2)CC1	8	0.0	-6	-4	10	98	0.7	1	5	12
O=C(O)CN1C(=O)/C(=C\c2cccc(OCc3ccc(Cl)cc3)c2)SC1=S	-3	-0.1	0	-5	3	102	0.1	2	-1	4
O=C1CC(c2ccccc2)Sc2nc3ccccc3n21 (centres undefined)	-4	0.1	-1	2	-2	101	-0.3	-9	15	3
C=C(C)CNC(=O)CCc1nnc(C2(c3ccc(Cl)cc3)CCC2)o1	1	-0.3	4	-4	-2	103	-1.3	3	nt	5
CN(c1ccccc1N(C)S(=O)(=O)c1ccccc1)S(=O)(=O)c1ccccc1	3	-0.1	-3	-3	-10	99	-0.2	5	-12	12
CCOc1ccc(C(=O)NC(C)(C)CC)cc1	6	-0.2	0	-4	-14	90	0.5	-1	-1	3
Cc1ccc(C)c(CNS(=O)(=O)c2c(C(=O)N3CCCC3)c(C)n(C)c2C)c1	1	-0.3	2	-5	-1	93	-0.4	2	-9	-4
CCOC(=O)c1ccc(NC2c3ccccc3C(=O)N2c2ccccn2)cc1 (centres undefined)	-15	-0.2	1	-3	nt	100	2.1	1	-2	3
C=CCn1nc2ccccc2c1OCCO	3	0.2	0	-10	-1	94	1.4	0	nt	4
CC1CCN(CC(CS(=O)(=O)c2ccc([N+](=O)[O-])cc2)N2CCC(C)CC2)CC1 (centres undefined)	-16	-0.2	50	-6	7	92	-0.7	2	6	-1
CC(C)c1nnc(NC(=O)CSc2ncn[nH]2)s1	8	-0.1	-9	-5	-1	103	-0.8	0	-1	2
COc1cc(C(=O)N=c2sccn2C)c([N+](=O)[O-])cc1OC	3	-0.1	10	-10	-10	98	-0.3	2	-10	-3
CCOc1ccc(NS(=O)(=O)c2ccc(C(=O)NCC3(N4CCCCC4)CCCCC3)cc2)cc1	1	0.7	5	-9	9	101	0.1	-6	3	-8
CC1CN(Cc2cn(C)nc2-c2ccc(Oc3ccccc3)cc2)CCN1C (centres undefined)	6	0.0	6	-3	6	96	0.3	0	-5	3
CC(C)C(=O)Nc1ccc(NC(=O)c2cccc3c(Br)cccc23)cc1	2	0.1	-8	-3	-13	97	0.2	-1	-2	0
NC(=O)c1ccc(NC(=O)CN2CCN(Cc3ccccc3)CC2)cc1	-2	-0.1	2	-20	0	102	1.3	0	-11	0
CCN(CC)CCN(Cc1cc2cc3c(cc2[nH]c1=O)OCCO3)C(=S)NCCOC	4	-0.3	-2	-2	3	102	1.1	2	-1	12
COc1ccc(NC(=O)Nc2ccc(C)cc2OC(F)F)cc1OC	-7	0.6	-2	-4	-6	80	-0.8	2	0	4
COc1cccc(OCc2cc(C(=O)N(C)C3CCCCC3)no2)c1	-3	-0.3	2	-17	-11	104	-2.4	1	9	-5
Cc1ccc(-c2n[nH]c3c2C(c2cccc(O)c2)N(c2ccc(C(=O)O)cc2)C3=O)cc1 (centres undefined)	-2	0.3	-1	-3	-6	98	-0.5	1	-3	0
O=C(N/C(=C/c1ccccc1)C(=O)N1CCOCC1)c1ccc([N+](=O)[O-])cc1	-5	-0.2	4	0	-11	102	-1.4	2	-2	2
Brc1ccccc1CN1CCC(Cc2ccccc2)CC1	-5	0.1	-7	-2	-4	104	-0.6	-3	-5	14
Cc1cc2ncn(S(=O)(=O)c3ccc(F)cc3)c2cc1C	-2	-0.1	-8	-5	-8	99	0.1	0	-6	5
Cc1ccccc1C(=O)/C=C1/c2ccccc2CC(C)(C)N1C	-6	0.0	-1	-8	1	98	-2.5	-4	1	1
O=C1c2ccc3c4c(ccc(c24)C(=O)N1c1ccc(O)cc1)C(=O)N(c1ccc(O)cc1)C3=O	4	1.3	6	-5	-7	109	-1.3	-1	4	3
CCOC(=O)N1CCN(C(=O)c2ccc3c(c2)N(Cc2ccccc2)CCS3)CC1	-8	-0.1	9	-9	nt	98	18	-2	-1	-1
CCCn1c(SCC(=O)Nc2nccs2)nnc1-c1cccnc1	9	0.0	-2	-6	5	90	3.7	2	-7	-2
Cc1[nH]c(=S)c(C#N)c(-c2ccccc2)c1C(=O)Nc1ccccc1	2	0.0	-2	-5	3	105	0.6	2	-5	0
Cc1cccc(NC(=O)CNC(=O)CN2C(=O)NC3(CCCCC3C)C2=O)c1C (centres undefined)	2	-0.2	0	-2	0	96	-0.3	0	6	3
Cc1ccc(S(=O)(=O)NCC(=O)NCC(=O)OCC(=O)N2CC(=O)Nc3ccccc32)cc1C	1	0.3	6	4	-1	100	-1.4	0	-2	2
COc1cccc(Cn2cc(-c3cccc(C(F)(F)F)c3)nn2)c1	-6	0.0	-5	-5	-5	88	-1.8	-2	-4	-7
CC(=O)Oc1ccc(C(=O)[C@H]2[C@H]3C(=O)N(c4ccc(C)cc4)C(=O)[C@H]3[C@@H]3C=CC=NN32)cc1	-2	0.0	-4	-5	3	100	-1.1	1	-4	-3
Cc1ccccc1NC(=O)Cn1nnc(C(=O)NCc2ccco2)c1N	-9	-0.1	-1	-5	4	98	1.1	20	5	3
Cc1c(C(=O)N2CCCCCC2)c(S(=O)(=O)Nc2cccc(F)c2)c(C)n1C	-4	-0.1	-1	-17	4	103	-0.6	-3	-4	-7
COC(=O)C1=NN[C@H](C(=O)OC)[C@H]1c1ccccc1	4	0.2	-4	-6	3	103	0.1	0	8	0
Cc1cc(C)c(S(C)(=O)=O)c(Oc2ccc(C(C)(C)C)cc2)n1	-5	-0.2	4	nt	0	94	-4.5	0	-7	-1
O=C(Cn1ccnc1)c1ccc(Cl)cc1	2	0.1	-13	-3	8	98	0.1	1	6	-4
CCN(CC)C(=O)CN1CCN(c2ccccc2F)CC1	4	0.2	0	-2	0	94	0.6	0	-4	-1
CCCCCCCCN1C(=O)[C@H](CC(=O)NCCC(C)C)C[C@@]2(C(=O)OC)CC(C)(C)CC=C12	nt	-0.1	-2	-15	nt	nt	nt	nt	nt	-4
Cn1nc(SCc2ccccc2)c(=O)[nH]c1=O	-3	0.0	-1	-10	-6	101	-1.6	-1	nt	5
CN(C)CCNC(=O)Nc1ccc(F)cc1F	17	-0.4	-4	-5	-2	96	1.0	1	-5	4
CN(C)c1ccc(CNC(=O)CCc2ccc(S(=O)(=O)N3CCCCCC3)cc2)cc1	-5	-0.1	1	-6	1	98	1.8	-5	-4	-3
C[C@@H]1CN([C@@H](C)CO)C(=O)c2cc(NC(=O)C3CCCCC3)ccc2O[C@@H](C)CCCCO[C@@H]1CN(C)Cc1ccncc1	2	-0.2	1	-3	-2	100	2.0	0	-3	-1
Cc1nc(-c2cccc(S(=O)(=O)N3CC(C)CC(C)C3)c2)cs1 (centres undefined)	-23	0.4	0	nt	-4	97	-1.6	2	-4	-7
CC(=O)c1cccc(NC(=O)c2cc3nc(C)cc(C)n3n2)c1	11	-0.3	-5	-6	0	93	-2.7	1	5	-4
CCc1ccccc1Nc1ncnc2ccccc12	-9	0.2	-13	-20	6	102	0.3	-1	-9	8
CCOc1ccc(CCNC(=O)COC(=O)c2cc(S(=O)(=O)N3CCOCC3)ccc2F)cc1OCC	-4	-0.2	-2	-12	-15	97	-0.2	-1	1	6
CCN(CC)S(=O)(=O)c1cccc(C(=O)Oc2cccc(NC(=O)c3cccs3)c2)c1	-4	0.1	7	-5	2	101	-1.9	1	-3	-1
CN(CC(=O)Nc1cccc(F)c1)C(=O)c1cccc(S(=O)(=O)N2CCN(c3ccccc3)CC2)c1	-13	8.0*	1	-5	-7	96	-0.4	-7	-25	10
CCOC(=O)C1=NN(c2ccc([N+](=O)[O-])cc2)CC1C(=O)OC (centres undefined)	4	0.0	0	-2	1	103	3.3	2	8	-1
Cc1ccc(S(=O)(=O)N2CCCCC2)cc1C(=O)OCC(=O)N1c2ccccc2NC(=O)C1(C)C	1	0.3	-2	-3	11	101	1.0	-6	-9	-1
Cc1ccc(S(=O)(=O)N2CCCCC2)cc1NC(=O)c1cncc(Br)c1	16	0.2	12	-5	5	94	1.2	-6	nt	-4
CCOc1ccc(/C=C2\SC(=S)NC2=O)cc1OC	-8	0.1	1	-4	-1	100	-0.6	3	-2	1
Cc1ccc(CCN2CC(C(=O)NC(C)C)CC2=O)cc1 (centres undefined)	-4	0.0	-9	-4	12	97	0.1	0	-4	4
CCOc1ccc(N2CC(C(=O)OCC(=O)NCc3ccccc3)CC2=O)cc1 (centres undefined)	2	-0.1	0	-7	9	96	0.2	3	5	-4
Cc1ccc2c(c1C)NC(=O)C21N2CCCC2C(C(=O)c2ccc3ccccc3c2)C12C(=O)Nc1ccccc12 (centres undefined)	2	0.0	2	-5	3	102	-0.1	2	-4	5
COc1ccc(C)cc1-n1nnnc1SCc1nc2ccccc2c(=O)[nH]1	27	0.4	-3	-3	1	98	-0.3	3	-2	-1
O=C(N/N=C/c1cc2c(cc1Br)OCO2)c1cc2ccccc2o1	36	1.5	2	-6	1	102	-0.1	1	-3	-9
CC1(C)CC(=O)C2=C(C1)NC(=O)CC2	4	-0.1	3	-10	nt	96	1.0	1	5	5
Cn1nnnc1SCCNCc1cc(Cl)ccc1OCc1ccccc1	-25	3.2	2	-5	1	103	-1.0	-2	-5	-4

Next section.
SMILES	Cardio protect	aDG glyco up	Granule exo inh	CaV13 FRET inh	PDI inh	ABCB6 inh MLPCN	iPSC survival up	Glyco luc inh	Vif inh	m5-HT2A agonist
Cc1cc(S(=O)(=O)ON2C(=O)c3ccccc3C2=O)ccc1F	3	-0.1	-1	-15	-6	103	-0.5	7	-4	-5
COc1ccc(CN2CCN(C(=O)CC(C)C)CC2)cc1	14	0.1	0	-2	18	104	-0.7	0	-3	-1
CCOC(=O)c1ccc(NC(=S)N2CCN(c3ccc(N4CCOCC4)nn3)CC2)cc1	-5	0.4	3	-15	-3	98	1.6	2	-2	0
COc1ccc(NC(=S)NCC2CCN(c3ccc(OC)cc3)C2)cc1 (centres undefined)	3	-0.2	2	-4	8	102	-0.7	-1	-13	3
N#CC1(Nc2ccc(Br)cc2)CCCC1	2	-0.4	-1	-6	-7	97	0.0	2	6	2
Cc1ccc(C)c(C(=O)CC2(O)C(=O)N(C)c3ccccc32)c1 (centres undefined)	-1	0.5	3	-9	5	100	-0.5	0	20	-5
CN(Cc1ccccc1)C(=O)c1ccccc1NC(=O)c1ccco1	4	0.0	2	-3	-20	93	1.2	0	-4	-2
CC1(C(=O)O)CCC(C(=O)Nc2ccccc2O)C1(C)C (centres undefined)	2	0.0	11	-5	-2	75	3.0	1	-4	5
CCOC(=O)c1ccc(NCn2c(=O)oc3ccccc32)cc1	-4	-0.1	0	-9	-5	113	4.2	4	27	-4
Cc1ccc(C(=O)N/N=C(\CC(C)C)c2ccccc2)cc1	7	0.1	1	-3	11	99	6.5	2	8	-2

Screens as filed in PubChem.
